SV40 large T antigen = TAg ATPase/helicase activity blockers – biochemical (AID 1903). SV40 large T antigen ATPase/helicase inhibition assay; higher % means a stronger effect. inhibition, % at 20 µM, or IC50 in µM where a hit was titrated. 310,000 compounds, 0.39% hits; in the data active = a potency from the dose series; inconclusive = inhibition mostly from about 32% at the one dose, without a potency; inactive = the rest, 99 in 100 with inhibition below about 32%; note: strong numbers were not always called active
AID2073 = inhibitors of Mint1-CaV2.2 protein interaction, biochemical, HTRF (AID 2073). HTRF protein-protein interaction, Mint1-CaV2.2; higher % means a stronger effect. 290,000 compounds, 0.19% hits. one-dose inhibition, % at 20 µM; IC50 in µM for titrated hits; in the data active = inhibition mostly above about 51%, no sharp cut-off; inconclusive = no clear call, values can overlap the other calls; inactive = mostly below about 53%; note: some results filed as inactive read as strong as hits
Rac1 GTP hydrolysis = MgcRacGAP GTPase-activating activity inhibitors, confirmation, biochemical, ADP Hunter fluorescence; MgcRacGAP-stimulated Rac1 GTP hydrolysis, ADP Hunter fluorescence; higher % means a stronger effect; GST-tagged Rac1 F28L mutant substrate; inhibition, % at 30 µM, or IC50 in µM where a hit was titrated; 340,000 compounds, 0.6% hits; AID 624330;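 active = first-screen hits whose inhibition reached a set limit at any dose in the follow-up dose series; inconclusive = inhibition above the set first-screen limit but never retested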;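 note: fluorescence reports GDP produced by GAP-driven GTP hydrolysis; strong numbers were not always called active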
Siah-1 displacement = blockers of Siah-1 interaction with plectin peptide – biochemical, fluorescence polarization, rhodamine-plectin, uHTS, primary screen (AID 1817) | displacement, % at 20 µM, or IC50 in µM where a hit was titrated | Siah-1 / rhodamine-plectin peptide fluorescence polarization; higher % means a stronger effect | 290,000 compounds, 0.02% hits;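 active = displacement of at least 50% at 20 µM, with a fluorescence ratio check between 0.3 and a set limit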;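 note: plate controls were Siah plus tracer with DMSO for no effect and tracer alone without Siah for full effect; strong numbers were not always called active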
RSV CPE inhibition = RSV antiviral activity via CPE protection, HEp-2 cells, primary 10 µM value included (AID 2391) | CPE inhibition, % at 10 µM, or IC50 in µM where a hit was titrated | HEp-2 cells, RSV-induced CPE inhibition; higher % means a stronger effect | 310,000 compounds, 0.13% hits; in the data active = a potency from the dose series; inconclusive = CPE inhibition mostly from about 23% at the one dose, without a potency; inactive = the rest, 99 in 100 with CPE inhibition below about 21%; note: strong numbers were not always called active
UTI89 phage lysis = inhibition of K1F phage lysis, E. coli UTI89, bacterial capsule biogenesis inhibitors, alamar blue (AID 488966); E. coli UTI89 K1F phage lysis, alamar blue, 2 h; higher % means a stronger effect; 340,000 compounds, 0.02% hits; inhibition, % at 100 µM; hits with a dose series show IC50 in µM;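 active = phage lysis inhibition, versus mean bacterial control, above a set limit; inconclusive = no clear call, values can overlap the other calls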;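 note: capsule biogenesis inhibitors block K1F phage lysis so surviving cells raise fluorescence; higher fluorescence means more inhibition of phage lysis; actives were called in the ten point dose series up to 300 µM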
NTR1 ag = agonists of NTR1, primary screen, imaging, U2OS cells, beta-arrestin-GFP, high content (AID 493036); activation, % at 20 µM; 330,000 compounds, 0.17% hits; P30989; NTR1-U2OS beta-arrestin-GFP spot imaging, agonist mode;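 active = activation at or above 40% of the spot to cytoplasm intensity ratio, with at least 20 cells analyzed; inconclusive = wells under 20 cells, flagged as cytotoxic or low count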;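 note: 0% = DMSO without peptide and 100% = 100 nM NTR1 peptide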
Target sequence (P30989 whole entry, looked up): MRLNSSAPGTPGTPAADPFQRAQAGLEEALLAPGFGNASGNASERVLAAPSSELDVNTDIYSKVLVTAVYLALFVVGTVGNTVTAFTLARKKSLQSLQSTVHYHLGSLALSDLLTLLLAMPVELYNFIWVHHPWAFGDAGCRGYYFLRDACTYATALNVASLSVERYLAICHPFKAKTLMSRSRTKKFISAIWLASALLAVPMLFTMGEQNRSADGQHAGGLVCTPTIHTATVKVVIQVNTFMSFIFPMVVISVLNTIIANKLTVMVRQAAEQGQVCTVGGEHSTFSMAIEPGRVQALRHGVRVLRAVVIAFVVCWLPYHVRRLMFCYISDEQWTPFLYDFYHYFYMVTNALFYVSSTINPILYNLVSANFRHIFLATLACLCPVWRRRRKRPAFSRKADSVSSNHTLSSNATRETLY
West Nile virus CPE = inhibition of WNV-induced cytopathic effect – cell-based, CPE readout (AID 1621); 290,000 compounds, 0.02% hits; West Nile virus-infected cells, CPE inhibition; higher % means a stronger effect; one-dose CPE inhibition, % at 10 µM; IC50 in µM for titrated hits; in the data active = a potency from the dose series; inconclusive = CPE inhibition mostly from about 3.7% at the one dose, without a potency; inactive = the rest, 99 in 100 with CPE inhibition below about 2.2%; note: strong numbers were not always called active
NS5 inhibitors = Dengue-2 NS5 methyltransferase inhibitors, primary screen, biochemical, confirmation dose response (AID 588689) | 340,000 compounds, 0.3% hits | Dengue-2 NS5 methyltransferase capping enzyme assay, biochemical; higher % means a stronger effect | one-dose inhibition, % at 25 µM; IC50 in µM for titrated hits; in the data active = a potency from the dose series; inconclusive = inhibition above about 29% without an active follow-up result
NTR1 ag cell count 20 µM = recorded beside NTR1 ag, whose call it bears; cell count; measured here: cell count, cytotoxicity flag
* = called active by the depositor; ? = inconclusive; . = not tested or not shown; [ ] = another dose, or the depositor's remark.

SMILES	SV40 large T antigen	AID2073	Rac1 GTP hydrolysis	Siah-1 displacement	RSV CPE inhibition	UTI89 phage lysis	NTR1 ag	NTR1 ag cell count 20 µM	West Nile virus CPE	NS5 inhibitors
COCCn1c(SC(C)C(=O)Nc2ccc3c(c2)OCCO3)nc2ccccc2c1=O (stereo not drawn)	-9.9%	-8.7%	2.6%	0.8%	3.2%	0.0%	0.6	79	-0.4%	-4.9%
COC(=O)c1sccc1NC(=O)Nc1cccc(C(C)=O)c1	-0.7%	16.0%	3.4%	11.8%	4.5%	-0.1%	0.2	44	1.9%	-12.7%
Brc1ccccc1OCCN1CCCC1	14.7%	.	11.1%	.	1.0%	0.3%	-0.6	50	.	5.4%
COc1cc(CN2CCNC(=O)C2CC(=O)N(C)CCCN2CCOCC2)cc(OC)c1 (stereo not drawn)	13.8%	-6.0%	-0.9%	-0.9%	0.6%	-0.2%	1.4	60	0.0%	1.9%
Cc1ccccc1N(CC(=O)NCc1ccc2c(c1)OCO2)C(=O)CCC(=O)Nc1ccccn1	9.5%	1.0%	8.8%	0.4%	1.0%	0.0%	-0.4	42	0.4%	-9.7%
CCOC(=O)[C@H]1[C@H]2COc3ccccc3[C@@H]2N2C(=O)c3cc(OC)c(OC)cc3NC(=O)[C@@]12C	-0.1%	.	-1.9%	.	-1.1%	-0.1%	0.6	78	.	-1.6%
Cc1cc(C)c(NC(=O)COC(=O)c2ccncc2)c(C)c1	.	.	-0.4%	.	.	2.0%	-0.4	58	.	-8.9%
Cn1c(=O)n(Cc2ccccc2F)c(=O)c2c1nc1n2CCCN1CCc1ccccc1	3.7%	5.0%	9.7%	0.5%	1.0%	1.3%	5.3	63	-0.4%	-11.0%
COc1ccc(N(CC(=O)NCc2cccnc2)S(=O)(=O)c2c(C)nn(C)c2C)cc1	5.5%	-4.9%	5.4%	1.6%	3.7%	2.6%	2.6	58	0.1%	-2.8%
Cc1ccc(NC(=O)CN2C(=O)CCSc3ccc(S(=O)(=O)N4CCCC4)cc32)cc1C	9.4%	-1.8%	5.1%	9.5%	1.5%	0.1%	-0.9	66	-0.5%	2.0%
CN(C(=O)CSc1nc2ccccc2n1CCc1ccccc1)C1CCS(=O)(=O)C1 (stereo not drawn)	0.1%	-4.1%	3.5%	1.8%	-0.4%	-1.1%	2.7	79	0.0%	-3.2%
CCOC(=O)N1CCC(N2C(=O)c3ccccc3C2Nc2ccccc2C)CC1 (stereo not drawn)	3.8%	2.0%	8.6%	2.5%	0.6%	-0.7%	7.0	68	-0.5%	-1.4%
O=c1[nH]nc(CNc2ccc(OC(F)(F)F)cc2)c2ccccc12	-2.1%	5.0%	-4.3%	3.5%	3.4%	0.3%	1.9	84	-2.2%	-1.8%
CCCCn1c(N)c(N(Cc2ccccc2OC)C(=O)C2=COCCO2)c(=O)[nH]c1=O	9.7%	.	3.4%	.	0.8%	0.7%[50 µM]	0.5	55	.	0.0%
O=C(COC(=O)c1ccc(Cl)nc1)NC1CCCc2ccccc21 (stereo not drawn)	.	.	2.3%	.	.	10.6%	-0.2	46	.	8.9%
Nc1cc(=O)[nH]c(SCC(=O)Nc2cc(Cl)cc(Cl)c2)n1	3.3%	14.7%	3.6%	1.5%	6.3%	2.3%	2.4	64	-0.1%	1.8%
O=[N+]([O-])c1ccc(CS(=O)(=O)c2ccc(Cl)cc2)cc1	2.7%	-10.6%	6.9%	5.9%	1.2%	2.2%[50 µM]	.	.	0.1%	-0.7%
O=C1c2ccccc2C(=O)N1CCCOCc1c[nH]c(=O)[nH]c1=O	7.9%	31.7%	11.3%	-3.5%	-0.1%	0.1%	-1.3	36	1.2%	-4.1%
CN1C(=O)NC(NC(=O)c2cccs2)(C(F)(F)F)C1=O (stereo not drawn)	.	13.8%	9.1%	-0.9%	4.3%	0.8%	-1.0	77	0.2%	-2.9%
O=C(NNC(=S)Nc1ccccc1)c1ccc(O)cc1	21.9%	-25.2%	9.4%	0.0%	0.1%	0.1%	0.8	55	-0.1%	-0.3%
O=C(Nc1ccc2c(c1)OCCO2)C1CCN(S(=O)(=O)Cc2ccccc2)CC1	4.3%	-4.1%	6.1%	-1.5%	2.9%	1.1%	1.1	38	0.2%	-0.7%
FCCCOc1ccc(-c2nccc(-c3ccc(F)cc3)n2)cc1	7.5%	1.7%	0.7%	-0.1%	53.7%	-0.1%	4.9	75	-0.3%	-10.2%
CC1Cc2ccccc2N1Cc1nc2cc(C(F)(F)F)ccc2c(=O)[nH]1 (stereo not drawn)	5.4%	-4.3%	4.3%	1.0%	2.9%	-3.0%[50 µM]	2.7	49	0.1%	-6.8%
CCCn1c(=O)c2c(C(=O)OCC)cc(-c3ccco3)nc2n(CCC)c1=O	23.1%	32.0%	-0.1%	4.7%	.	-0.3%	.	.	.	-5.7%
O=C(NCc1ccco1)C(=O)N1CCCC1	6.0%	6.4%	1.8%	0.4%	2.4%	0.3%	0.3	61	-0.1%	-10.9%
Cn1c(NC(=O)/C=C/c2ccco2)cc(=O)n(C)c1=O	16.1%	-0.6%	-0.1%	-2.3%	1.4%	2.2%	0.1	54	0.5%	-5.1%
COc1ccccc1/C=N/NC(=O)C(=O)N1CCN(c2ccccc2OC)CC1	14.2%	-4.4%	4.6%	-2.4%	1.5%	0.1%	0.7	46	0.4%	-3.9%
CCOC(=O)C1CCN(C(=O)c2cn(C)c(=O)c3cc(OC)c(OC)cc23)CC1	-2.6%	-0.1%	7.1%	0.6%	3.5%	-0.1%	-0.2	72	-0.1%	-3.3%
O=C(NCCC1CCCCN1S(=O)(=O)c1ccc(Cl)cc1)C(=O)NCc1cccnc1 (stereo not drawn)	3.8%	.	4.1%	.	0.9%	1.8%[50 µM]	-0.7	52	.	-0.7%
C=CC[C@]12CCc3ccccc3C1N(c1ccc(C(=O)OCC)cc1)C2=O (stereo partly drawn)	.	.	5.9%	.	3.1%	0.5%	4.4	45	.	-5.5%
COc1ccccc1NC(=O)COc1ccc(C(=O)OCC(=O)NC(C)(C)C)cc1OC	4.4%	6.8%	3.5%	-3.9%	2.9%	-0.4%	2.6	46	-0.7%	-4.0%
COc1ccc(N=Cc2c(O)c3ccccc3oc2=O)cc1	25.6%	4.7%	10.7%	6.5%	-0.1%	4.3%	-0.4	101	-0.6%	-10.1%
O=C(NCCc1ccccc1)C1CC1	-1.6%	21.6%	.	2.6%	1.7%	0.5%	-0.4	111	-0.5%	-7.2%
Cc1cnc(C(=O)OCC(=O)c2ccc(-c3ccccc3)cc2)cn1	16.6%	4.4%	-1.2%	3.5%	1.6%	0.3%	-0.8	67	0.1%	-5.2%
O=C(COC(=O)c1ccc[nH]c1=O)NC1CCCc2ccccc21 (stereo not drawn)	10.8%	0.7%	6.2%	1.5%	1.0%	0.3%	0.3	66	0.5%	-4.0%
CCOc1ccc(S(=O)(=O)N2CCOCC2)cc1NC(=O)CN1C(=O)NC2(CCCCC2)C1=O	.	.	11.9%	.	-0.2%	-0.6%	1.0	72	.	-9.4%
CCn1ncc(Br)c1C(=O)Nc1nccs1	15.8%	7.5%	2.6%	4.1%	-0.1%	1.8%	-0.4	40	-0.3%	-4.1%
O=C(CSc1nc2ccc(NC(=O)CSc3nnnn3-c3ccccc3)cc2s1)Nc1ccccc1	9.3%	13.5%	2.5%	-2.2%	?	1.3%[50 µM]	14.4	44	-1.1%	-1.3%
CN(C)/C=C/C(=O)/C=C/c1ccc(Cl)cc1	9.1%	0.3%	3.1%	-0.8%	-1.5%	0.2%	1.9	36	1.0%	-1.5%
Cc1ccc(CNc2ccc(S(=O)(=O)N3CCOCC3)cc2[N+](=O)[O-])cc1	16.1%	?	-0.9%	5.9%	9.2%	5.7%	1.6	33	-1.1%	0.4%
Cc1nc2c(Br)c3nc(C(F)(F)F)[nH]c3c(Br)c2[nH]1	3.6%	4.5%	11.3%	-4.4%	-1.1%	0.1%	-0.9	47	-0.1%	-0.5%
CCOC(=O)c1cnn(Cc2ccccc2)c1N	5.2%	6.8%	5.9%	-7.3%	0.0%	0.0%	-0.2	37	0.3%	-2.1%
Cc1cccn2c(=O)c(/C=C(\C#N)C(=O)NC3CCS(=O)(=O)C3)c(Oc3ccc(F)cc3)nc12 (stereo not drawn)	9.3%	21.8%	12.3%	8.3%	12.5%	-0.2%	2.5	57	2.3%	-27.4%
CC1=NNC(=O)C1CC(=O)N/N=C(\C)c1ccco1 (stereo not drawn)	14.0%	-1.1%	15.0%	6.2%	-1.3%	0.6%	-0.4	82	0.3%	0.0%
COC(=O)c1cc(S(=O)(=O)NCC2CCN(Cc3ccccc3F)CC2)c[nH]1	8.6%	-2.5%	6.2%	4.1%	1.7%	0.5%	1.3	80	-0.3%	-3.6%
Cc1nnc(SCC(=O)NC2CCCC(C)C2C)n1N (stereo not drawn)	.	.	0.3%	.	.	0.9%	5.1	44	.	0.0%
Cc1ccc(NC2=Nc3ccccc3CS2)cc1	15.3%	10.8%	11.1%	2.8%	1.9%	0.1%	3.9	37	-0.4%	-4.2%
CC(C)(C)NC(=O)C1CCN(C(=O)c2ccc(-c3ccccc3)cc2)CC1	12.4%	-6.5%	4.1%	-10.0%	1.4%	-0.3%	-0.5	40	-0.2%	-4.3%
O=C(c1cccs1)N1CCN=C1SCc1cccc(F)c1	4.4%	-4.8%	-19.2%	5.3%	0.5%	-0.1%	0.0	71	0.1%	11.0%
O=C(NN1C(=O)c2ccccc2NC1c1ccccn1)c1ccccc1 (stereo not drawn)	1.4%	6.0%	9.5%	-9.8%	1.6%	0.7%	2.7	71	0.1%	-1.3%
Cc1ccsc1CN(C)C(=O)CN1C(=O)NC2(CCCc3ccccc32)C1=O (stereo not drawn)	.	.	7.3%	.	-0.3%	-0.8%	-0.4	41	.	-6.5%
CCc1ccc(NC(=O)C2CCCN2S(=O)(=O)c2ccc3c(c2)C(C)(C)C(=O)N3C)cc1 (stereo not drawn)	.	8.6%	-1.7%	-0.6%	-0.9%	2.6%	-2.0	59	-0.9%	1.4%
Cn1nnc(NC(=O)c2ccc3ccccc3c2)n1	24.4%	22.4%	11.6%	0.2%	3.9%	-0.3%	-1.2	41	0.0%	7.5%

Screening results deposited in PubChem by several laboratories.

Hits appear at their usual frequency; any-hit rate near 1.6%.
